# Screens deposited in PubChem by National Center for Advancing Translational Sciences (NCATS).
# JMJD2A Tudor = blocks the human JMJD2A Tudor domain; O75164; AlphaScreen JMJD2A-Tudor / H3K4me3 peptide binding; Potency, µM (series often up to 114 µM), for inactives: at the highest dose activity change, negative = inhibition, most hits filed as inhibitors; 390,000 compounds, 4.4% hits; note: potency is the fitted concentration of half-maximal effect; % is set by controls: 0 for no effect and ±100 for the full control effect; nearly all actives have a fitted effect of over 50% in size
# BAZ2B inh = inhibitors of human BAZ2B bromodomain; AlphaScreen BAZ2B-H3K14Ac peptide displacement; Potency, µM (top dose mostly 114 µM), for inactives: top-dose activity change, negative = inhibition, usual class: inhibitors; 360,000 compounds, 4.4% hits; AID 504333; note: potency is the fitted concentration of half-maximal effect; % is set by controls: 0 for no effect and ±100 for the full control effect; nearly all actives have a fitted effect of over 60% in size
#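 Compounds, titrated to a top concentration of 110 uM, were incubated 30 min at room temperature with preformed BAZ2B/acetyl-K14 H3 peptide complex (50 nM each). Proximity signal was measured by AlphaScreen after 20 min with beads.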
# ERG Ets-DNA blk = blocks human ERG Ets domain binding to DNA; 370,000 compounds, 0.028% hits; Potency, µM (titrated, usually from 76.9 µM), without a hit: at the highest dose FP activity, negative = inhibition, usual class: inhibitors; fluorescence polarization, His-ERG Ets domain / labelled DNA; active = well fitted inhibition curve with a large enough effect in the polarisation, with a control signal flat; inconclusive = small, poorly fitted or top-dose-only effect, or effect the other way, or a change in a side signal; inactive = no such curve, though single readings can be large or run the other way; the % refers to the polarisation;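 note: polarization taken with two DNA probes labelled with fluorescein and Texas red; potency is the fitted concentration of half-maximal effect; % of control where 0% means no effect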
#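 His-tagged ERG Ets domain (1 uM in the protein solution; 300mM KCl, 50mM Tris-HCl, 1mM EDTA, 1mM DTT, pH 7.5) received compound, then a probe mix of 5 nM fluorescein-DNA and 100nM Texas-615-DNA. Fluorescence polarization was read for both dyes.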
# 12-LOX inh = ALOX12 (human) lipoxygenase inhibition | purified 12hLO, xylenol orange hydroperoxide absorbance | Potency, µM (series often up to 108 µM), for the others: at the top dose activity change, negative = inhibition, actives largely listed as inhibitors | 580,000 compounds, 1.1% hits | AID 1671190; note: potency is the fitted concentration of half-maximal effect; % is set by controls: 0 for no effect and ±100 for the full control effect
# Target sequence (P18054 whole entry, looked up): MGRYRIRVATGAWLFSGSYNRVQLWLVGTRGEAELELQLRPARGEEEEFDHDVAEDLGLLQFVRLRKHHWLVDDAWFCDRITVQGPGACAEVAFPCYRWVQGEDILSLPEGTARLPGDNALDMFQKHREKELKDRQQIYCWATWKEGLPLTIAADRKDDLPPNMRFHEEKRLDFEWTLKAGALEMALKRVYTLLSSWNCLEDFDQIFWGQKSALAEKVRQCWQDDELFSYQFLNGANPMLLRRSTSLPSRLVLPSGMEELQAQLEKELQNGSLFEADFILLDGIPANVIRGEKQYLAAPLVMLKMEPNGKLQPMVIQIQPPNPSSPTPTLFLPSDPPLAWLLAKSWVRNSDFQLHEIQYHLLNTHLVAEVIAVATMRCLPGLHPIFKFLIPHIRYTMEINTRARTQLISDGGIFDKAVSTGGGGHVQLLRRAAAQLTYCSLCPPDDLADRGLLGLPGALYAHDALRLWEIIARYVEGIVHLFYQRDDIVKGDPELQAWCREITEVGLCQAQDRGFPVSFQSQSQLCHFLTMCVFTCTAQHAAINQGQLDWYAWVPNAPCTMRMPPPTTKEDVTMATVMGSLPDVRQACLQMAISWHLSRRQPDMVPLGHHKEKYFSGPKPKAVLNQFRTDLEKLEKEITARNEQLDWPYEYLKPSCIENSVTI
#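 Hydroperoxide product was detected by ferrous iron/xylenol orange as the 573 to 405 nm absorbance ratio. Arachidonic acid at 40 uM (final) was turned over for 30 min at room temperature by 150 nM human 12hLO, pH 7.0 Hepes buffer, after 15 min compound preincubation.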
# GLS inh = blocks human kidney-isoform glutaminase activity. O94925. GLS enzymatic activity, qHTS titration. Potency, µM (highest dose often 45.5 µM), inactives show at the highest dose activity change, negative = inhibition, most hits filed as inhibitors. 410,000 compounds, 0.21% hits. AID 624170; note: potency is the fitted concentration of half-maximal effect; % is set by controls: 0 for no effect and ±100 for the full control effect
#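 Compounds were pin-transferred onto hKGA, after which L-glutamine (1 mM solution) and a detection mix of glutamate oxidase, HRP and Amplex Red were added. Initial and 30 min RT fluorescence reads were collected.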
# PI4K2A block = blocks human PI4K2A kinase activity | Q9BTU6 | purified PI4K2A, ADP-Glo luminescence, 1 h; active compounds read low | activity change, negative = inhibition, % at 76.9 µM | 420,000 compounds, 0.13% hits | AID 1346378; in the data active = activity change below about -50%; inconclusive = mostly about -30% to -49%;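 note: -100% = wells without enzyme as full effect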
#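 Compounds are screened against recombinant PI4K2A using PI as substrate and ATP, the latter dispensed at 300 microM. Reactions run one hour at ambient temperature before ADP-Glo detection; full inhibition defined by wells lacking enzyme.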
# HP1b chromo inh = inhibitors of HP1-beta chromodomain binding to methylated histone tails; 390,000 compounds, 0.56% hits; Potency, µM (highest dose often 114 µM), without a hit: at the top dose activity change, negative = inhibition, actives largely listed as inhibitors; P83916; AlphaScreen HP1-beta / biotin-H3K9me3 peptide binding; note: potency is the fitted concentration of half-maximal effect; nearly all actives have a fitted effect of over 70% in size; inactives centre near 23
# Target sequence (P83916 whole entry, looked up): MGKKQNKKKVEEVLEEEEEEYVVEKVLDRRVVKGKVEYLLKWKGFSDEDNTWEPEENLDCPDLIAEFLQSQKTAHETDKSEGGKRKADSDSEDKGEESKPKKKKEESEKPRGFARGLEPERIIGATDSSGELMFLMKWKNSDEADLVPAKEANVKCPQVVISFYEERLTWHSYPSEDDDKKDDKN
#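 Compound inhibition of the preformed complex between 50 nM HP1-beta and 50 nM biotinylated H3K9me3 peptide was read by AlphaScreen. Buffer was PBS pH 7.4 with 0.01% Tween-20. Incubations ran 30 min at room temperature, with 10 ug/mL donor/acceptor beads.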
# RGS4 inh = blocks human RGS4-accelerated GTP hydrolysis | Transcreener GDP fluorescence polarization, RGS4-accelerated GTP hydrolysis | Potency, µM (top dose mostly 114 µM), for the others: at the top dose activity change, negative = inhibition, actives largely listed as inhibitors | 390,000 compounds, 0.039% hits | AID 504845; note: potency is the fitted concentration of half-maximal effect; % is set by controls: 0 for no effect and ±100 for the full control effect; nearly all actives have a fitted effect of over 75% in size; some results filed as inactive show a strong effect at the top dose
# Target sequence (P49798 whole entry, looked up): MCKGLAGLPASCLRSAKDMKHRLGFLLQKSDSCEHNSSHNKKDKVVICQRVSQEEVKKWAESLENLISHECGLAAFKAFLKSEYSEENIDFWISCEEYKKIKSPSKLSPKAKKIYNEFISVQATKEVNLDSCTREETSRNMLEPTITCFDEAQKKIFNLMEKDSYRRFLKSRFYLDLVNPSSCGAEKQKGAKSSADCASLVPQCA
#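 MLSMR compounds (23 nl, pin-transferred) preincubated 10 min at room temperature with a 500nM (2x) first reagent, then RGS4 at 900nM (2x) plus Transcreener GDP mix added; fluorescence polarization (620/688 nm) read before and after 90 min at 30 °C.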
# G9a block = blocks human histone lysine methyltransferase G9a; G9a H3K9 monomethylation, AlphaScreen, 2 h; Potency, µM (doses to about 102 µM), inactives show top-dose activity, negative = inhibition, actives largely listed as inhibitors; 350,000 compounds, 8.8% hits; AID 504332; note: potency is the fitted concentration of half-maximal effect; % is set by controls: 0 for no effect and ±100 for the full control effect; nearly all actives have a fitted effect of over 75% in size
#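 Using a bead-based AlphaScreen, monomethylated H3K9 product from 2 h room-temperature reactions (G9a 20 nM, peptide 500 nM, SAM 20 uM) was detected with 0.5 ug/mL rabbit anti-H3K9me1 antibody.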
# * marks the source's active call; other numbers are inactive results; ? = inconclusive; / = not tested or not shown; [ ] = dose if it differs, or a comment. Unless noted, calls come from the whole dose curve; as a rule, active = well fitted curve in the direction sought with a large enough effect; inconclusive = small, poorly fitted or top-dose-only effect, or another doubt; inactive = no such curve, though single readings can be large; an effect the other way counts as inactive or inconclusive. Only part of the results is shown, so the mix of outcomes need not match the whole.
SMILES,JMJD2A Tudor,BAZ2B inh,ERG Ets-DNA blk,12-LOX inh,GLS inh,PI4K2A block,HP1b chromo inh,RGS4 inh,G9a block
O=C(CC(c1ccccc1)c1ccccc1)NCc1cccnc1,-10%,5%,3%,8%,0%,5,60%[activator],-21%,-8%[59 µM]
N#CC(=C=[N-])c1nc2ccccc2nc1-[n+]1cccc(NC(=O)c2cccs2)c1,-12%,-35%,10%,?,1%,-1,23%,-34%,?
C=CCNC(=O)[C@@H]1CSC2c3ccc(OC)c(OC)c3C(=O)N21 (some centres not stated),-1%,-2%,2%,-21%,-9%,-11,46%[activator],?,-31%
CCn1c(=O)c2cc(C(=O)Nc3cc(F)ccc3F)sc2c2ccccc21,-1%,4%,4%,0%,-9%,2,41%[activator],-13%,1%[59 µM]
N/C(=N/OCc1cccc([N+](=O)[O-])c1)c1nonc1N,-9%,-4%,7%,-3%,10%,2,22%,5%,-17%
CC1(C)Cc2cccc(OCC(=O)O)c2O1,2%,-3%,0%,0%,-2%,-1,19%,-13%,10%[59 µM]
COc1ccc(N2C(=O)C3CC(C)=C(C)CC3C2=O)c(OC)c1 (configuration not stated),-12%,-5%,8%,0%,0%,-3,54%[activator],0%,-11%
O=c1c2c(nc3cc(-c4cccc(Cl)c4)[nH]n13)CCCC2,2%,5%,-5%,-1%,1%,-4,29%,-5%,/
Cc1cccc(NC(=O)CCC(=O)c2cccs2)n1,-30%,?,-8%,-23%,2%,-2,9%,-33%,?
CC(C)(C)C(=O)C[n+]1cccc(C(N)=O)c1,-9%,-7%,8%,6%,2%,2,-12%,-14%[11.4 µM],-4%
O=S(=O)(Nc1ccccc1N1CCCCC1)c1ccc(F)cc1,14%,8%,1%,14%,?,0,58%[activator],-5%,/
O=C(Nc1ccc(Oc2ccc(NC(=O)Nc3ccc([N+](=O)[O-])cc3)cc2)cc1)Nc1ccc([N+](=O)[O-])cc1,?,-25%,-25%,1%,-8%,10,-15%[57 µM],-34%,?

# Part of the list above, limited to BAZ2B inh and PI4K2A block.
SMILES	BAZ2B inh	PI4K2A block
N#CC(=C=[N-])c1nc2ccccc2nc1-[n+]1cccc(NC(=O)c2cccs2)c1	-35%	-1
C=CCNC(=O)[C@@H]1CSC2c3ccc(OC)c(OC)c3C(=O)N21 (some centres not stated)	-2%	-11

# (listing goes on)
SMILES,JMJD2A Tudor,BAZ2B inh,ERG Ets-DNA blk,12-LOX inh,GLS inh,PI4K2A block,HP1b chromo inh,RGS4 inh,G9a block
COC(=O)c1ccc(COC(=O)CNC(=O)c2ccco2)cc1,6%,-1%,-2%,-19%,10%,-3,36%,-12%,17%[12.7 µM]
CCc1ccc(NC(=O)CSc2nc(=O)n(Cc3ccco3)c3c2CCC3)cc1,-8%,-18%,-5%,3%,14%,2,13%,-31%,-7%[59 µM]
O=C(O)CCn1nnc(-c2ccccc2)n1,-18%[11.4 µM],-16%,2%,-10%,1%,-1,-7%,?,-38%
CCn1c(C(c2ccccc2)c2ccccc2)n[nH]c1=S,32µM*,-7%,-13%,?,5%,5,-5%,-40%,7.9µM*
O=C(Nc1ccon1)C1CCN(S(=O)(=O)c2cccs2)CC1,?,-1%,5%,2%,?,-11,4%,-58%[11.4 µM],15%[59 µM]
O=C1c2cccc3c(O)ccc(c23)C(=O)N1Cc1ccccc1,36%[activator],5%,?,0%,-4%,-2,50%,-39%,9%[2.33 µM]
CC(=O)Nc1ccc(NC(=O)CSc2nnc(-c3ccccc3)n2Cc2ccc3c(c2)OCO3)cc1,-17%,-11%,/,3%,1%,4,17%,23%,0%
Cc1ccccc1NC(=O)CCC(=O)N1CC(C)Sc2ccccc21 (configuration not stated),1%,-19%,0%,-18%,1%,1,30%,-13%,-1%[59 µM]
COc1ccc(C2CC(c3ccc(Cl)cc3)=NN2C(C)=O)cc1 (configuration not stated),-7%,-15%,7%,?,-25%,1,19%,10%,8%
CC(=O)Nc1sc(N/N=C/c2ccc(N(C)C)cc2)nc1-c1ccc(C)cc1,45µM*,28µM*,-4%,?,8%,-1,?,8%,8.9µM*
Cc1ccc2c(Cl)c(C(=O)NC3CC3)sc2c1,-15%,-2%,-2%,-14%,-27%,0,32%,2%,2%
COc1ccc(Cl)cc1NC(=O)Cn1ccn(Cc2ccc(C)cc2)c(=O)c1=O,-29%,-13%,-4%,?,7%,1,25%,-2%,?
COc1ccc(N(CC(=O)NCC2CCCO2)C(=O)CCC(=O)Nc2nccs2)c(OC)c1 (configuration not stated),-22%,-19%,-6%,-2%,-2%,-4,8%,-21%,23%
CC(=O)NCC(=O)OCN1C(=O)c2ccccc2C1=O,?,4%,-4%,18%,-1%,-1,48%,4%,-6%[59 µM]
C=CCn1cccc(C(=O)Nc2ccc(Cl)cc2)c1=O,14%,9%,9%,4%,-2%,1,46%[activator],17%,10%
CCCCSc1nc2c(c(=O)[nH]c(=O)n2C)n1CCc1ccccc1,-18%,-3%,1%,19%,-1%,-8,18%,5%,?
CC(=O)O[C@H]1[C@@H](O)[C@H](O)[C@H](Oc2c(O)c(C)c3c4c2[C@@H](C)CC[C@@H]4[C@@H](C)C[C@H]3C=C(C)C)O[C@H]1C,?,/,-4%,?,-16%,2,?,-9%,/
CC(C)NC(=O)c1ccc(OC2CSC2)cc1,-2%,11%,-4%,-19%,-16%,11,16%,?,23%[59 µM]
CC1=NOC(=O)/C1=C/c1ccc(N(C)C)cc1,-34%,-36%,-2%,2%,0%,-15,14%,-29%,?
Cc1c(C(=O)NCc2ccccn2)oc2ccc(Br)cc12,-3%,-5%,3%,32%,0%,-3,35%,-10%,13%
O=C(Nc1ccc(O)c2c(=O)cc(-c3cccc(Cl)c3)oc12)c1ccc(F)cc1,-12%,-28%,-2%,-19%,4%,0,14%,18%,24%[12.7 µM]
NS(=O)(=O)c1cccc(NC(=O)COC(=O)c2ccccc2C(=O)c2ccccc2)c1,-21%,5%,0%,2%,4%,-2,11%,26%,-6%[12.7 µM]
COC(=O)COc1cccc2c(=O)n(CC(=O)NCc3ccccc3)ccc12,-9%,4%,0%,-9%,1%,-3,34%,-4%,-5%
Cc1cc(C)nc(SCCS(=O)Cc2ccc(Cl)cc2)n1 (configuration not stated),-20%,2%,8%,?,12%,-2,47%[activator],-30%,?
CCOC(=O)C1=C(N)n2c(s/c(=C\c3cccnc3)c2=O)=C(C(=O)OC)C1c1cccnc1 (configuration not stated),-25%,/,-1%,8%,-13%,-3,18%,-15%,/
Cc1ccc(N2C(=O)N(C(C)C)C(C)(C)CC2(C)O)cc1 (configuration not stated),-15%,-5%,-4%,136%[activator],1%,-2,7%,-9%,/
CCN1C(=O)C(CC(=O)NCc2ccc(Cl)cc2)N(CC)C1=O (configuration not stated),-6%,-7%,-7%,-26%,-5%,0,16%,17%,2%[59 µM]
COC(=O)c1ccc(NC(=O)CN2CCN(c3ccccn3)CC2)cc1,-7%,-19%,13%,-4%,4%,1,34%,23%,2%
CCN1/C(=C/C=C/C=C/C=C/c2sc3ccccc3[n+]2CC)Sc2ccccc21,20µM*,40µM*,107%[activator],40µM*,?,-18,?,?,22µM*
Cc1ccsc1C(=O)NNC(=O)c1ccc(NS(=O)(=O)c2cccs2)cc1,-12%,13%,-3%,-10%,22%,-5,36%,30%,-5%
CC1CN(C2CCN(C(=O)c3ccccc3)CC2)CC(C)O1 (configuration not stated),1.3µM*,56µM*,-17%,?,4%,14,?,28%,2.5µM*
CC(=O)c1ccc(-c2ccc(-c3cc(=O)oc4c(C(C)C)ccc(C)c34)cc2)cc1,-11%,/,9%,-17%,-1%,0,34%[activator],29%,24%[59 µM]
CCNC(=S)Nc1ccc(C)c(Cl)c1,-5%,0%,-2%,?,-8%,-1,22%,-14%,22%[59 µM]
CN(C)c1ccc(C(CNC(=O)c2ccccc2C(F)(F)F)N2CCOCC2)cc1 (configuration not stated),-19%,-9%,4%,-7%,26%,0,-11%,18%,-32%[59 µM]
O=S(=O)(c1ccc(Br)cc1)N1CCN(c2ccccc2)CC1,-2%,1%,27%,27%,7%,-1,38%,12%,13%
O=C(c1ccc(C#CC2(O)CCCCC2)cc1)N1CCN(C(c2ccccc2)c2ccccc2)CC1,-28%,?,0%,117%,-4%,-5,5%,15%,?
COc1ccc(CCNC(=O)CCCn2c(=O)c3cccn3c3cccnc32)c(OC)c1OC,-22%,-14%,-15%,-4%,5%,-6,11%,27%,/
Cc1c(NS(=O)(=O)c2cc(C(=O)NC(C)c3ccccc3)ccc2Cl)c(=O)n(-c2ccccc2)n1C (configuration not stated),-13%,-1%,15%,12%,1%,-7,24%,-13%,-21%
CCCSc1nnc2n(N)c(=O)c3ccccc3n12,-17%,11%,0%,-13%,-2%,3,5%,1%,2%
CC(=O)N1CCN(C(=O)c2cccc(S(=O)(=O)Nc3c(C)n(C)n(-c4ccccc4)c3=O)c2)CC1,3%,7%,-6%,6%,13%,-6,8%,8%,-17%
CCNC(=S)NNC(=O)c1ccc(S(=O)(=O)NCc2ccco2)cc1,-16%,/,13%,-17%,?,4,8%,-19%,/
COC(=O)c1ccc2c(=O)n(C3CCCCC3)c(SCC#N)nc2c1,-2%,12%,-7%,?,-21%,4,23%,-52%,-10%
